Screens (PubChem)
TDP-43 yeast inh – TDP-43 toxicity inhibition in yeast | TDP-43 expressing yeast growth rescue, BacTiter-Glo, 24 h | Potency, µM (doses to about 46.1 µM), without a hit: top-dose growth rescue (activation), actives largely listed as activators | hit rate 1.8% among 410,000; further: % of control where 0% means no effect; nearly all actives have a fitted effect of over 50% in size
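Readout is BacTiter-Glo luminescence of cell growth, so inhibitors register as activators. TDP-43-expressing yeast at OD600=0.02 in galactose medium, after raffinose pregrowth to mid-log, were incubated with compound for 24 hr at 30 deg C.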
HT1080-NT tox – kills 2HG-producing HT-1080-NT fibrosarcoma cells. HT-1080-NT fibrosarcoma viability, CellTiter-Glo ATP luminescence, 48 h. Potency, µM (highest dose often 46.1 µM), without a hit: at the top dose activity, negative = less viability, actives largely listed as cytotoxic. hit rate 1.6% among 360,000;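 further: NT is the 2HG producing partner of a matched IDH1 knockdown line; 0% = DMSO-treated cells and -100% = media-only wells without cells; nearly all actives have a fitted effect of over 55% in size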
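Fibrosarcoma NT cells, 750 per well in 5% FBS RPMI, were exposed to compound for 48 hours. Viability: CellTiter-Glo luminescence.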
KB-V1 MDR tox – kills drug-selected multidrug resistant KB-V1 cells | Potency, µM (series often up to 46.1 µM), without a hit: at the top dose activity change, negative = cytotoxicity, actives largely listed as cytotoxic | hit rate 3.4% among 400,000 | KB-V1 MDR cells viability, CellTiter-Glo, 72 h; further: on the % scale 0 is the no-effect control and ±100 the full control effect; nearly all actives have a fitted effect of over 60% in size
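Cytotoxicity via CellTiter-Glo luminescence after 72 h compound exposure at 37 degrees C. Cells: drug-selected KB-V1 line, DMEM phenol-red free plus 10% FBS. Compounds tested at multiple concentrations; normalized data fitted to concentration-effect curves.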
HT1080 IDH1KD tx – HT-1080 IDH1 knockdown cell toxicity (counter line) | HT-1080 IDH1 knockdown viability, ATP luminescence, 48 h | Potency, µM (highest dose often 46.1 µM), without a hit: at the highest dose activity, negative = toxicity, actives largely listed as cytotoxic | hit rate 2% among 360,000 | AID 686971;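 further: 0% = DMSO wells and -100% = cell-free medium wells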
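CellTiter-Glo luminescence after 48 h compound exposure at 37 degrees C of IDH1-knockdown HT-1080 cells in 5% FBS RPMI. %Activity scaled between DMSO wells and cell-free media wells, with curves fitted and assigned curve classes.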
GLP1R ag – GLP-1 receptor (human) agonism | HEK293 GLP-1R CRE-luciferase, luminescence, 4-6 h; cells express a hypersensitive GLP-1R form | Potency, µM (series often up to 45.6 µM), for the others: top-dose activation, most hits filed as activators | hit rate 0.007% among 380,000 | AID 624172; further: % of control where 0% means no effect
Target sequence (P43220 whole entry, looked up): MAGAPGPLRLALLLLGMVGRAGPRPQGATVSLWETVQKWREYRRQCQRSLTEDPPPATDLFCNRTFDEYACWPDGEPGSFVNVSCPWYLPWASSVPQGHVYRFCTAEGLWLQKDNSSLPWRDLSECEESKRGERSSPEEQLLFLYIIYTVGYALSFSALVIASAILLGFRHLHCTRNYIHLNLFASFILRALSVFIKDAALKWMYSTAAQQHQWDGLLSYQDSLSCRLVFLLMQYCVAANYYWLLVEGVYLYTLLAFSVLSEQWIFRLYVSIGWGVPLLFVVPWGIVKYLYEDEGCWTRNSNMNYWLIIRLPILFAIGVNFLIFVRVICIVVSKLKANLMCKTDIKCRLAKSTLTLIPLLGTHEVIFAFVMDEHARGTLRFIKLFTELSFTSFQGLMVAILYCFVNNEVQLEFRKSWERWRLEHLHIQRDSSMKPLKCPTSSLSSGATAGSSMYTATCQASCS
KB-3-1 tox – KB-3-1 parental cell cytotoxicity; AID 1347075; Potency, µM (highest dose often 46.1 µM), for inactives: top-dose activity change, negative = cytotoxic, actives largely listed as cytotoxic; KB-3-1 viability, CellTiter-Glo ATP luminescence, 72 h; hit rate 1.4% among 400,000; further: on the % scale 0 is the no-effect control and ±100 the full control effect; nearly all actives have a fitted effect of over 60% in size
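Multi-concentration cytotoxicity screen in KB-3-1 cells grown in DMEM lacking phenol red with 10% FBS. After 72 h at 37 °C with compound, ATP-dependent luminescence was recorded.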
GLP1R inv ag – GLP-1 receptor (human) inverse agonism; P43220; HEK293 GLP-1R CRE-luciferase, luminescence, 24 h; GLP-1R form is constitutively active; Potency, µM (series often up to 38.3 µM), for inactives: top-dose activity change, negative = inhibition, actives largely listed as inhibitors; AID 624417; hit rate 1.6% among 410,000; further: on the % scale 0 is the no-effect control and ±100 the full control effect; nearly all actives have a fitted effect of over 55% in size
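qHTS in 1536-well format: reporter HEK293 cells expressing constitutive GLP-1R activity in DMEM + 10% Nu serum, 24 hr with compounds at 37 deg C, luminescence read after 12 min with detection reagent.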
SW480 rereplic – induces DNA re-replication in SW480 colon adenocarcinoma cells; SW480 DNA re-replication, Hoechst DNA content imaging, 48 h; hit rate 1.8% among 340,000; Potency, µM (doses to about 46.1 µM), for inactives: top-dose re-replication activation, actives largely listed as activators; further: % of control where 0% means no effect; nearly all actives have a fitted effect of over 55% in size
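Readout is total intensity of Hoechst-stained nuclei, excited at 405 nm and collected at 500-530 nm. Compound treatment lasted 48 hr at 37 C in 5% CO2 before staining.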
GLP1R cytotox – cytotoxicity in counter-screen for GLP-1R inverse agonists. HEK293 cAMP-luciferase reporter cells, luminescence, 24 h. Potency, µM (highest dose often 38.3 µM), for the others: at the top dose activity change, negative = inhibition, usual class: inhibitors. hit rate 0.13% among 410,000;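 further: loss of luciferase light is scored as toxicity; on the % scale 0 is the no-effect control and ±100 the full control effect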
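A 23 nL compound transfer followed 12 hours of cell culture at 37 deg C; exposure then lasted 24 hr. Luciferase assay detection reagent was dispensed and plates read for luminescence after a 12 min room-temperature wait.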
The depositor's hits bear a star; i = inactive; ? = inconclusive; / = no result given; & = joins results of further samples; [ ] = remark or other dose. The call rests on the fitted dose curve; in most records, active means well fitted curve in the direction sought with a large enough effect; inconclusive means small, poorly fitted or top-dose-only effect, or another doubt; inactive means no such curve, though single readings can be large; an effect the other way counts as inactive or inconclusive. Potency means the concentration at half of the fitted maximal effect.

Compound,TDP-43 yeast inh,HT1080-NT tox,KB-V1 MDR tox,HT1080 IDH1KD tx,GLP1R ag,KB-3-1 tox,GLP1R inv ag,SW480 rereplic,GLP1R cytotox
CCOc1ccc(N2C(=O)C3Sc4[nH]c(=O)sc4C(c4ccc(OC)c(OC)c4)C3C2=O)cc1 (centres undefined),-7%,-2%,16%,-4%,3%,-13%,36%[activator],-4%,18%
O=C(CSc1nc(Nc2ccccc2)nc(N2CCOCC2)n1)N1CCCC1,9%,-15%,?,-2%[9.24 µM],4%,-1%,?,?,98%[activator]
CCOC(=O)c1cc2c(=O)n3ccccc3nc2n(CC2CCCO2)c1=NC(C)=O (centres undefined),-4%,-7%,?,-4%,25%,17%,36%[activator],?,i
O=C(Nc1ccc(Cl)cc1)c1csc(-c2ccccc2)n1,-5%,-8%,?,2%,6%,-1%,-26%,19%,22%
Cc1onc(-c2c(F)cccc2Cl)c1C(=O)Nc1nc2c(s1)CCCC2,-13%,?,-26%,?,-3%,-10%,0%,21%,-9%
Cc1ccc(N2CCN(CCCCN3C(=O)C4CCCN4C3=O)CC2)cc1 (centres undefined),10%,11%,3%,6%,-3%,5%,-32%,-3%,-6%
CC(=O)Nc1ccc(Nc2nnc(-c3ccc(O)cc3)c3ccccc23)cc1,-12%,-5%,?,2%,11%,0%,10%,-4%,9%
CO/N=C/C1C(=O)NN=C1c1ccccc1 (centres undefined),4%,-4%,8%,1%,4%,-7%,-18%,-18%,0%

One compound at a time (already shown):
Cc1onc(-c2c(F)cccc2Cl)c1C(=O)Nc1nc2c(s1)CCCC2 as listed: TDP-43 yeast inh = -13%; HT1080-NT tox = ?; KB-V1 MDR tox = -26%; HT1080 IDH1KD tx = ?; GLP1R ag = -3%; KB-3-1 tox = -10%; GLP1R inv ag = 0%; SW480 rereplic = 21%; GLP1R cytotox = -9%
O=C(CSc1nc(Nc2ccccc2)nc(N2CCOCC2)n1)N1CCCC1 as listed: TDP-43 yeast inh = 9%; HT1080-NT tox = -15%; KB-V1 MDR tox = ?; HT1080 IDH1KD tx = -2%[9.24 µM]; GLP1R ag = 4%; KB-3-1 tox = -1%; GLP1R inv ag = ?; SW480 rereplic = ?; GLP1R cytotox = 98%[activator]

Going on with the list:
Compound,TDP-43 yeast inh,HT1080-NT tox,KB-V1 MDR tox,HT1080 IDH1KD tx,GLP1R ag,KB-3-1 tox,GLP1R inv ag,SW480 rereplic,GLP1R cytotox
CC(=O)N1c2ccccc2N2C(c3c(C)c(C)cc(C)c3C)=NON12,?,-2%,-10%,-14%,-2%,-5%,?,-14%,-17%
Cc1ccc(S(=O)(=O)CCC(=O)OCc2cc(=O)oc3cc(C)ccc23)cc1,-17%,-8%,?,9%,-6%,7%,0%,-3%,0%
CCN(CC)C(=O)c1sc2c(c1C)c(=O)n(-c1ccc(Cl)c(Cl)c1)c(=O)n2CC(=O)Nc1cccc(OC)c1,16%,/,11%,/,/,-5%,1%,/,-13%
COc1cc(CNc2cccc3[nH]c(C(F)(F)F)nc23)cc(OC)c1,4%,-15%,-16%,-7%,-4%,?,-12%,-26%,1%
COc1ccc(CCC(=O)Nc2ccc(S(=O)(=O)N3CCOCC3)cc2)cc1,-15%,4%,-4%,0%,6%,-1%,-16%,3%,2%
O=C(CCc1ccccc1F)N1CCN(c2ccc(C(F)(F)F)cn2)CC1,10%,-15%,0%,-17%,-2%,-9%,?,-2%,-5%
CCNC(=O)NC(=O)C(C)OC(=O)C1CCN(S(=O)(=O)c2ccccc2C(=O)OC)CC1 (centres undefined),14%,0%,-10%,0%,1%,-7%,18%,-9%,0%
CCCCN(C)CCCNC(=O)c1cc(-c2cccnc2)nc2ccccc12,-7%&18%,-13%,-17%&-7%,-17%,5%,12%&1%,2%&-14%,1%,-7%&5%
COc1ccc(OC)c(S(=O)(=O)NCCCn2ccnc2)c1,12%,-7%,11%,0%,-6%,18%,11%,-12%,3%
C(#Cc1ccccc1)Cn1nnc2ccccc21,-17%,4%,?,-5%,10%,-8%,-4%,12%,-9%
COc1ccc(-n2c(SCC(=O)NC3CCCCC3)nc3c([nH]c4ccccc43)c2=O)cc1,20%,/,-7%,/,11%,1%,3%,/,-1%
CCCCN1C(=O)C(CC(=O)NCCCN(C)C)CC(C(=O)N2CCCCCC2)=C1C (centres undefined),10%,22%,-6%,0%,3%,1%,8%,/,4%
COc1ccc(C(CNC(=O)C(=O)Nc2ccc3c(c2)OCCO3)N2CCN(C)CC2)cc1 (centres undefined),-30%,-1%,16%,13%,3%,-3%,-4%,?,11%
COc1cc(C(CCN2CCN(c3ccccc3)CC2)c2c(OC)cc(OC)c3ccc(=O)oc23)cc(OC)c1OC (centres undefined),1%,0%,2%,-2%,20%,-4%,-2%,1%[9.22 µM],?
Oc1ccc(NC(=S)N=Nc2c(O)[nH]c3ccccc23)cc1,6%,-7%,0%,-18%,0%,-6%,-1%,0%,?
CN(C(=O)c1ccccc1[N+](=O)[O-])c1ccccc1C(=O)NCc1ccccc1,-12%,-3%,-21%,0%,-2%,0%,6%,-2%,11%
O=C1CSc2ccc(S(=O)(=O)NCc3ccc(F)cc3)cc2N1,5%,0%,-5%,-10%,10%,-15%,-3%,0%,-2%
Cc1cc(NC(=O)Nc2ccccc2F)ccc1Br,-22%[0.397 µM],-30%,?,-27%,7%,?,?,?,?
Cc1ccccc1Nc1cc2ccccc2c(=O)[nH]1,?,?,0%,?,10%,?,20%,?,-5%
COc1cc(C(=O)N(C)CC(=O)Nc2cccc(F)c2)ccc1OCc1ccccc1,17%,-3%,-14%,-6%,-7%,0%,?,-4%,9%
COc1cc(/C=N/NC(=O)CCOc2ccccc2C)cc(Br)c1O,19%,-3%,-11%,-18%,23%,1%,20%,0%,-1%
CNC(=O)COc1coc(CN2CCN(c3cccc(Cl)c3)CC2)cc1=O,11%,1%,6%,13%,-2%,28%,2%,-20%,1%
Cn1c(COc2ccccc2)nnc1SCCN1CCOCC1,-6%,4%,6%,12%,-1%,-1%,6%,-15%,-2%
COc1ccc(NC(=O)CCCN2C(=O)CN(C)C2=O)cc1Cl,-1%,12%,?,13%,-3%,2%,7%,-7%,-2%
CCC(=O)Nc1ccc(N2CCOCC2)c(S(=O)(=O)Nc2ccc(Cl)cc2)c1,?,-1%[9.24 µM],-8%,-1%,-1%,7%,-20%,0%,-3%
Cc1ccc2c(CC(=O)NCc3ccccc3)coc2c1C,20%,/,?,/,/,?,?,/,-28%
O=C(Nc1ccnn1C1CCN(C2CCOCC2)CC1)c1cccc(F)c1,6%,-2%,-3%,0%,2%,-1%,-5%,?,1%
Cc1ccccc1[C@@H]1C(C#N)=C(N)S[C@H]1C(=O)c1ccccc1,18%,0%,?,-19%,1%,-4%,0%,12%,1%
Cc1ccc(-n2ncc(C(=O)N3CCCCC3)c2C2CCN(C(=O)OC(C)(C)C)CC2)cc1C,3%,/,10%,/,/,4%,1%,/,-15%
CCCCNS(=O)(=O)c1ccc2nc(SCC(=O)c3ccccc3OC)[nH]c2c1,-19%,?,-6%,?,10%,-16%,0%,-4%,-15%
CCOC(=O)c1c(C)[nH]c(C)c1C(=O)COC(=O)c1cccnc1Cl,2%,4%,8%,5%,3%,0%,1%,-6%,-1%
CCc1cc(=O)oc2cc3occ(-c4ccc(OC)c(F)c4)c3cc12,5%,5.2µM*,1.6µM*,5.2µM*,21%,18µM*,?,?,?
O=C(C1CCN(S(=O)(=O)c2ccc(Cl)cc2)CC1)N1CCOCC1,-6%,-2%,12%,-1%,-1%,3%,1%,-8%,5%
Cc1ccc(C)c(Oc2cc(NC(=O)CCCn3nc(C)c([N+](=O)[O-])c3C)cc([N+](=O)[O-])c2)c1,1%,16µM*,10µM*,?,6%,?,?,?,-5%
CCC1CCCCN1CCCNC(=O)CN1C(=O)c2cccnc2Oc2ccc(C)cc21 (centres undefined),-11%&16%,2%,19%&21%,-1%,-3%,-3%&4%,8%&-7%,-13%,-9%&1%
C=CCCC(=O)NC1CC(C)(C)Cc2c1cnn2-c1ccc(OC)cc1 (centres undefined),-36%[inhibitor],-8%,?,-1%,4%,-2%,-36%,-4%,-4%
Cc1ccc(OCC(=O)Nc2cccc(O)c2)cc1C,0%,3%,0%,-2%,-1%,14%,8%,2%,1%
CN1CCC(=NNC(=O)c2cc(-c3ccc(Cl)cc3)n[nH]2)CC1,-16%,?,-1%,?,6%,-4%,-3%,-52%[inhibitor],-10%
O=C(Nc1ccccc1C(F)(F)F)N1CCN(C(c2ccccc2)c2ccccc2)CC1,0%,-13%,-13%,-26%,-13%,-2%,?,?,-1%
CCCn1c(=O)c(C(=O)Nc2ccccc2)c(O)c2ccccc21,4%,7%,23µM*,3%[9.24 µM],1%,?,-4%,-3%,3%
CCN(C[C@H]1N[C@@](Cc2ccccc2)(C(=O)OC)[C@H]2C(=O)N(Cc3ccccc3)C(=O)[C@@H]12)C(=O)Nc1ccc(C(F)(F)F)cc1,?,-22%,?,-20%,-2%,?,?,-15%[9.22 µM],-19%
COc1ccc(CCNC(=O)c2cccnc2Cl)cc1OC,11%,3%,10%,2%,-3%,2%,19%,-4%,1%
CN(C)/C=N/c1nc2nccc(-c3cccs3)n2n1,-9%,10%,4%,11%,7%,-5%,67%[activator],-3%,5%
Cc1ccc(C(=O)N[C@H](C(=O)OCC(=O)c2ccc[nH]2)C(C)C)cc1,6%,17%,20%,11%,-9%,18%,17%,-2%,1%
Cn1c(N)c(C(=O)COC(=O)c2cncc(Br)c2)c(=O)n(C)c1=O,10%,-3%,-9%,-13%,7%,6%,12%,1%,7%
Cc1ccc(C(=O)Nc2ccc(NC(=O)c3ccccc3Cl)c(C)c2)cc1,12%,0%,-21%,-2%,-9%,-1%,17%,/,1%
CC1(C)CC(CCC(=O)Nc2ccc(S(N)(=O)=O)cc2)C(=O)O1 (centres undefined),12%,11%,-19%,5%,-1%,2%,29%,-1%,1%
